GLS inh: inhibitors of human glutaminase (GLS) | O94925 | GLS enzymatic activity, qHTS titration | Potency, µM (series often up to 45.5 µM), for inactives: at the top dose activity change, negative = inhibition, most hits filed as inhibitors | hit rate 0.21% among 410,000; further: potency means the concentration at half of the fitted maximal effect; on the % scale 0 is the no-effect control and ±100 the full control effect
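Read-out is an Amplex red fluorescence increase coupled through glutamate oxidase and HRP, measured before and after 30 min room-temperature incubation. hKGA is in 45 mM KH2PO4 (pH 8.2) with 0.02% Tween-20; glutamine added as 1mM solution.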
rTrxR1 inhibitor: inhibitors of rat thioredoxin reductase 1 | O89049 | recombinant rTrxR1, NADPH fluorescence consumption, selenite substrate | Potency, µM (titrated, usually from 114 µM), without a hit: top-dose activity change, negative = inhibition, actives largely listed as inhibitors | hit rate 1% among 390,000 | AID 588453; further: potency means the concentration at half of the fitted maximal effect; on the % scale 0 is the no-effect control and ±100 the full control effect; nearly all actives have a fitted effect of over 65% in size
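Rat TrxR1 (90 nM in the dispensed reagent) was pre-reduced with 400 uM NADPH for 5 min at room temperature, then incubated with compound for 15 min. After 400 uM selenite was added, NADPH fluorescence (Ex 340/Em 450 nm) was followed for 8 min.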
TrxR1 substrate: is turned over as a substrate by rat TrxR1; O89049; purified TrxR1 substrate turnover, NADPH consumption readout; Potency, µM (doses to about 114 µM), without a hit: at the highest dose activity change, negative = substrate turnover; hit rate 0.01% among 390,000; further: potency means the concentration at half of the fitted maximal effect; on the % scale 0 is the no-effect control and ±100 the full control effect; nearly all actives have a fitted effect of over 50% in size
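Rat TrxR1, dispensed at 90 nM, was prereduced with 400 uM NADPH (final) for 5 min at ~22 deg C, then incubated with compound 15 min before 400 uM selenite. A first-read NADPH fluorescence drop versus no-compound background flagged substrates.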
IDH1 R132H inh: inhibitors of human mutant IDH1 R132H | O75874 | IDH1-R132H enzyme, NADPH consumption, diaphorase/resazurin fluorescence | Potency, µM (titrated, usually from 76.6 µM), for the others: at the top dose activity change, negative = inhibition, hits mostly inhibitors | hit rate 0.093% among 390,000 | AID 602179; further: potency means the concentration at half of the fitted maximal effect; on the % scale 0 is the no-effect control and ±100 the full control effect; nearly all actives have a fitted effect of over 65% in size
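IDH1-R132H (0.5 ug/mL) preincubated 30 min with compound, then NADPH (0.016 mM) and alpha-KG (2 mM) added; 80 min at RT, pH 7.5. Remaining NADPH coupled via diaphorase/resazurin to fluorescence (540/590 nm); concentration-response curves normalized to no-enzyme control.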
USP1 inh: USP1/UAF1 (human) deubiquitinase inhibition | O94782 | AID 743255 | recombinant USP1/UAF1, Ub-Rhodamine cleavage fluorescence | Potency, µM (doses to about 57.1 µM), for inactives: top-dose activity change, negative = inhibition, usual class: inhibitors | hit rate 0.23% among 390,000; further: potency means the concentration at half of the fitted maximal effect; on the % scale 0 is the no-effect control and ±100 the full control effect; nearly all actives have a fitted effect of over 60% in size; inactives centre near -12
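1 nM enzyme complex + cpd, 15 min RT; start with Ub-Rho 150nM final; kinetic fluorescence ex 480/em 540, 6 reads q60 s. Buffer 50mM HEPES pH 7.8, 0.5mM EDTA, 0.1 mg/ml BSA, 1mM TCEP, 0.01% Tween-20.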
HP1b chromo inh: blocks HP1-beta chromodomain binding to methylated histone tails; hit rate 0.56% among 390,000; AlphaScreen HP1-beta / biotin-H3K9me3 peptide binding; P83916; AID 540317; Potency, µM (titrated, usually from 114 µM), for inactives: top-dose activity change, negative = inhibition, most hits filed as inhibitors; further: potency means the concentration at half of the fitted maximal effect; nearly all actives have a fitted effect of over 70% in size; inactives centre near 23
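HP1-beta protein (50 nM final) preincubated 30 min at room temperature with biotinylated H3(1-18)K9me3 peptide (50 nM) in PBS pH 7.4, 0.01% Tween-20, then compound added for 30 min. AlphaScreen streptavidin donor/nickel chelate acceptor beads (10 ug/mL final), 30 min dark, luminescence read.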
Pin1 inhibitor: human Pin1 inhibition. Q13526. Pin1 FP peptide displacement, HiFluor488, 10 min. Potency, µM (top dose mostly 115 µM), for inactives: at the top dose activity, negative = inhibition, actives largely listed as inhibitors. hit rate 0.009% among 390,000. AID 504891; active means well fitted inhibition curve with a large enough effect in the polarisation, with a control signal flat, not every such curve was filed as active; inconclusive means small, poorly fitted or top-dose-only effect, or effect the other way, or a change in a side signal; inactive means no such curve, though single readings can be large or run the other way; the % refers to the polarisation; further: potency means the concentration at half of the fitted maximal effect; on the % scale 0 is the no-effect control and ±100 the full control effect
PI4K2A inh: PI4K2A (human) kinase inhibition. Q9BTU6. purified PI4K2A, ADP-Glo luminescence, 1 h; hits give low values. activity change, negative = inhibition, % at 76.9 µM. hit rate 0.13% among 420,000. AID 1346378; in the data active means activity change below about -50%; inconclusive means mostly about -30% to -49%;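 further: -100% = wells without enzyme as full effect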
Target sequence (Q9BTU6 whole entry, looked up): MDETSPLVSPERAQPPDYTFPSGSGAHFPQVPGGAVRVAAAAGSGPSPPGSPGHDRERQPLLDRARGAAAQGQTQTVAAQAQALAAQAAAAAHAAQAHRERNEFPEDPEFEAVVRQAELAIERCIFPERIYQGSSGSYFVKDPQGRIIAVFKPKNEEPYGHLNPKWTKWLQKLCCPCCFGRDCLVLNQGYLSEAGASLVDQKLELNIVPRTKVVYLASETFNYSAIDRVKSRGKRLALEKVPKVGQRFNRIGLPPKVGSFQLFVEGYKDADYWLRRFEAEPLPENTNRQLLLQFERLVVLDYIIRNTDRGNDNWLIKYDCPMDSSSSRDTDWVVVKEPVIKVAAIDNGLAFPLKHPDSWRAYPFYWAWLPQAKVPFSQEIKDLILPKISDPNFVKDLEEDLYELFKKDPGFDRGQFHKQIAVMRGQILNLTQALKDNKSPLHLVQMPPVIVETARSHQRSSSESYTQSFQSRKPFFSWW
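Compounds are screened against recombinant PI4K2A using PI as substrate and ATP, the latter dispensed at 300 microM. Reactions run one hour at ambient temperature before ADP-Glo detection; full inhibition defined by wells lacking enzyme.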
PGK inhibitor: inhibitors of T. brucei phosphoglycerate kinase. P07378. PGK/GAPDH coupled, Kinase-Glo luminescence, 60 min. Potency, µM (series often up to 57.5 µM), for inactives: at the top dose activity change, negative = inhibition, hits mostly inhibitors. hit rate 0.043% among 380,000. AID 602233; further: potency means the concentration at half of the fitted maximal effect; on the % scale 0 is the no-effect control and ±100 the full control effect; nearly all actives have a fitted effect of over 60% in size
Target sequence (P07378 whole entry, looked up): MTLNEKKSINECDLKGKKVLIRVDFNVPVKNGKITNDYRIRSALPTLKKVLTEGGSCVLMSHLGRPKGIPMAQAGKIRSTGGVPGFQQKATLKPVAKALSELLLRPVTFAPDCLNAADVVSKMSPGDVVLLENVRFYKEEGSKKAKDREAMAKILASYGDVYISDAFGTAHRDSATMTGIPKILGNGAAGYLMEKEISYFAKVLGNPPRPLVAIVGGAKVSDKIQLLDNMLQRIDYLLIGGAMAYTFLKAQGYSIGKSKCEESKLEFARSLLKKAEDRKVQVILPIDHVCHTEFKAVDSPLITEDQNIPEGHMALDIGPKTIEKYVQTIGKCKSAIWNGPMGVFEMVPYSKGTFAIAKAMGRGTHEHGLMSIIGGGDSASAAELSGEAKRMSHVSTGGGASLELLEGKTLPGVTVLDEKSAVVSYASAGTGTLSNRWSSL
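Luminescent ATP detection (Kinase-Glo Plus) follows a 60-minute room-temperature incubation, with wells lacking PGK as controls. Buffer: 100 mM TEA (pH 7.6), 5 mM MgCl2, 0.01% Tween-20. Coupling enzyme GAPDH (100 nM final) supplies unstable 1,3-BPG in-well.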
Starred values were filed as active, the others as inactive; i = inactive; ? = inconclusive; . = no result given; & = joins results of further samples; [ ] = remark or other dose. Unless noted, the call rests on the fitted dose curve; in most records, active means well fitted curve in the direction sought with a large enough effect; inconclusive means small, poorly fitted or top-dose-only effect, or another doubt; inactive means no such curve, though single readings can be large; an effect the other way counts as inactive or inconclusive. These rows are one share of the data. The share of hits here may be higher or lower than overall.

smiles	GLS inh	rTrxR1 inhibitor	TrxR1 substrate	IDH1 R132H inh	USP1 inh	HP1b chromo inh	Pin1 inhibitor	PI4K2A inh	PGK inhibitor
CCOc1ccccc1C(=O)OC(C)C(=O)Nc1ccc(S(=O)(=O)N2CCCC2)cc1 (configuration not stated)	-2%	30%	1%	-2%	-13%	18%	3%	-3	i
CC1(C)CC(N=c2cc(-c3ccccc3)oc3ccc(Cl)cc23)CC(C)(C)N1	-2%	5%	0%	2%	-13%	19%	4%	10	-2%
O=c1[nH]c(CSc2ccccn2)nc2c1oc1ccccc12	7%	-11%	-3%	-2%	-6%	13%	3%	-3	11%
Cc1ccccc1NC(=O)c1sc(NC(=O)C2CC2)nc1C	-16%	2%[57.1 µM]	4%[57.1 µM]	6%	-20%	28%	-2%	-1	-2%
O=C(c1cccs1)N1CCN(Cc2ccccc2[N+](=O)[O-])CC1	12%	-15%	-16%	7%	-1%	?	-3%	2	-11%
CC(C)Cc1nc(SCc2cccnc2)c2c(=O)n(C)c(=O)n(C)c2n1	0%	5%[57.1 µM]	-12%[57.1 µM]	-22%	-15%	36%	-4%	7	-1%
COc1ccc(C(=O)/C=C/Nc2c(C)n(C)n(-c3ccccc3)c2=O)cc1OC	0%	-28%	-20%	-1%	4%	24%	-4%	-8	3%
Cc1ccc(NC(=O)c2cc(S(=O)(=O)N3CCc4ccccc43)cn2C)cc1C	0%	49%	0%[57.1 µM]	-2%	-9%	10%	11%	1	i
CN(C)c1ccc(C(C(=O)NCc2ccccc2)N(Cc2ccco2)C(=O)c2snc(C(N)=O)c2N)cc1 (configuration not stated)	22%	16%	2%	0%	-34%	-16%	-4%	-2	-9%
O=C(O)c1ccc2c(c1)-c1nc3ccccc3n1C2=O	-4%	?	48%[activator]	-2%	-9%	4%	3%	-3	-7%
c1ccc(-c2nn3c(-c4ccccc4)nnc3o2)cc1	2%	.	.	-2%	6%	.	.	-3	-3%
CCCn1c(CCc2ccccc2)n[nH]c1=S	14%	-22%[57.1 µM]	3%[57.1 µM]	2%	3%	16%	5%	-6	-1%
O=C(NC1CC(=O)N(c2ccc(Cl)cc2)C1)C1CC1 (configuration not stated)	1%	5%[57.1 µM]	4%[57.1 µM]	-4%	-12%	22%	-3%	-2	5%
CCC(C)NC(=O)N[C@@H](CCSC)C(=O)O (some centres not stated)	6%	-4%	3%	0%	0%	19%	10%	-9	16%
COCCNC(=S)NNc1cccc(C(=O)O)c1	?	6%[57.1 µM]	-3%[57.1 µM]	5%	-15%	?	3%	-2	-2%
COc1cccc(-c2onc3ccc(C4(C)OCCO4)cc23)c1	10%	3%	-4%	10%	-20%	62%[activator]	-16%	-5	-6%
Cc1ccc(S(=O)(=O)Nc2nc(CN3CCOCC3)nc3sc(C(=O)O)c(C)c23)cc1	18µM*	.	.	4%	-24%	.	.	-4	-12%
COc1cc(/C=C/C(=O)N(Cc2ccccc2)c2ccccn2)cc(OC)c1OC	12%	-13%	-1%	5%	-7%	-7%	-3%	3	8%
CCOC(=O)C1CCN(C(=O)Cn2nc(C)n3nc(-c4ccc(OC)cc4)cc3c2=O)CC1	-4%	31%	34%	1%	-16%	15%[57 µM]	3%	-1	i
NC(=O)CSc1ncc2c(n1)-c1ccccc1N(Cc1ccc(Cl)cc1)S2(=O)=O	-14%	16%[57.1 µM]	1%[57.1 µM]	-1%	?	-7%	-2%	5	i

Continued; it opens with the 2 that closed the last part.
smiles	GLS inh	rTrxR1 inhibitor	TrxR1 substrate	IDH1 R132H inh	USP1 inh	HP1b chromo inh	Pin1 inhibitor	PI4K2A inh	PGK inhibitor
CCOC(=O)C1CCN(C(=O)Cn2nc(C)n3nc(-c4ccc(OC)cc4)cc3c2=O)CC1	-4%	31%	34%	1%	-16%	15%[57 µM]	3%	-1	i
NC(=O)CSc1ncc2c(n1)-c1ccccc1N(Cc1ccc(Cl)cc1)S2(=O)=O	-14%	16%[57.1 µM]	1%[57.1 µM]	-1%	?	-7%	-2%	5	i
Cc1ccc(-n2c(C)cc(/C=N/Nc3ccc([N+](=O)[O-])cn3)c2C)c(C)c1	-4%	44%[0.457 µM]	6%	6%	-20%	3%	48%[activator]	-2	-4%
CCOC(=O)c1c(C)[nH]c(C)c1S(=O)(=O)N(C)CC(=O)Nc1ccc(C)cc1Br	-10%	8%[57.1 µM]	-4%[57.1 µM]	0%	-29%	22%	-5%	5	-9%
COc1ccc(Cl)cc1NC(=O)Cn1nnc(C(=O)NCc2cccs2)c1N	-9%	32%	6%	-7%	?	-4%	13%	-2	-7%
CN(C)S(=O)(=O)c1cccc(COC(=O)CN2CCCCCC2=O)c1	16%	3%[57.1 µM]	0%[57.1 µM]	-5%	-6%	-24%	6%	-3	1%
COc1ccc(N2CC(C(=O)Nc3nnc(SCC(=O)NCC4CCCO4)s3)CC2=O)cc1 (configuration not stated)	-6%	?	4%	-5%	-12%	4%	?	-11	0%
Cc1ccc(-c2csc3ncn(CC#N)c(=O)c23)cc1	-8%	14%	1%	4%	-22%	35%	29%	1	-4%
CC(C)(C)NCC(O)c1ccc(O)c(CO)c1 (configuration not stated)	32%[activator]	19%[57.1 µM]	11%&10%[57.1 µM]	.	.	.	.	-4&1&2	.
CN(C(=O)CSc1nnc(NCc2ccccc2)s1)C1CCS(=O)(=O)C1 (configuration not stated)	-6%	20%[57.1 µM]	11%[57.1 µM]	2%	-26%	31%	4%	1	1%
CC1(C)SC(=S)N(NC(=O)Nc2ccccc2)C1N(O)C(=O)Nc1cccc2ccccc12 (configuration not stated)	31%[activator]	19%	-6%	-7%	-19%	26%	17%	-1	.
C/C(=N\NC(=S)NC1CCCCC1)c1cccs1	-16%	6%[57.1 µM]	-6%	1%	-18%	?	-3%	-3	i
Cc1nc(N)c(S(=O)(=O)c2ccccc2)c(Nc2ccc(Br)cc2)n1	-16%	32%[11.4 µM]	17%	2%	-22%	33%	6%	-2	-7%
O=C(Nc1ccccc1N1CCCC1)C1CC(=O)N(Cc2ccccc2)C1 (configuration not stated)	25%	?	-13%	0%	1%	12%	3%	-1	3%
Cc1cc(C)cc(NC(=O)CS(=O)(=O)c2ccccc2)c1	-1%	20%	-2%	-3%	-14%	15%	-8%	0	i
Cc1ccc(C(=O)NC(Cc2cccc(C(F)(F)F)c2)C(=O)O)cc1 (configuration not stated)	5%	5%	-1%	-11%	-12%	19%	?	0	5%
CCc1nc(N2CCOCC2)c(C#N)c2c1COC(C)(C)C2	-6%	-3%	88%[activator]	2%	-12%	35%	-6%	-8	2%
Cc1ccc2[nH]c3c(NCCN4CCOCC4)ncnc3c2c1	-4%	7%	19%	7%	-14%	21%	12%	1	i
C=CCN(CC=C)S(=O)(=O)c1ccc2nc(NC(=O)C3CCCO3)sc2c1 (configuration not stated)	13%	8%[57.1 µM]	-13%	5%	1%	9%	0%	-9	-7%
CC(C)c1cc(NC(=O)c2ccccc2)cc(C(C)C)c1O	0%	7%	-6%	-1%	-4%	6%	-3%	4	0%
Cc1ccc(C)c(N(CC(=O)NC2CCCC2)C(=O)CNC(=O)c2cccs2)c1	-1%	37%[activator]	2%	-1%	-11%	3%	-3%	-1	-6%
Cc1c(C(=O)N(Cc2ccc(N(C)C)cc2)Cc2ccco2)oc2cc(Br)ccc12	-13%	18%	-1%	.	-34%	?	0%	1	.
Cc1nnnn1-c1ccc(CC(=O)O)cc1	5%	21%	0%	-1%	0%	47%[activator]	-4%	-2	1%

An excerpt from above in order of SMILES length, low to high.
smiles	GLS inh	rTrxR1 inhibitor	TrxR1 substrate	IDH1 R132H inh	USP1 inh	HP1b chromo inh	Pin1 inhibitor	PI4K2A inh	PGK inhibitor
Cc1nnnn1-c1ccc(CC(=O)O)cc1	5%	21%	0%	-1%	0%	47%[activator]	-4%	-2	1%
Cc1ccc(C(=O)NC(Cc2cccc(C(F)(F)F)c2)C(=O)O)cc1 (configuration not stated)	5%	5%	-1%	-11%	-12%	19%	?	0	5%
COc1ccc(N2CC(C(=O)Nc3nnc(SCC(=O)NCC4CCCO4)s3)CC2=O)cc1 (configuration not stated)	-6%	?	4%	-5%	-12%	4%	?	-11	0%
